S3 lipid droplet: qHTS Assay for Lipid Storage Modulators in Drosophila S3 Cells. AID 2685. hit rate 0.64% among 320,000. Drosophila S3 cells, BODIPY lipid droplet fluorescence, 18-24 h; cells fed with added oleic acid. lipid storage change, negative = inhibition, % at the top dose, mostly 46.1 µM; hits show Potency in µM; active means well fitted inhibition curve with a large enough effect in the signal ratio, with a control signal flat, not every such curve was filed as active; inconclusive means small, poorly fitted or top-dose-only effect, or effect the other way, or a change in a side signal; the % refers to the signal ratio
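Laser-scanning cytometry quantifies lipid droplet accumulation (500–530 nm total intensity; droplet/cell object ratio) in oleic acid-fed (400 uM added) Drosophila S3 cells treated with a concentration series. 20 uM Triacsin C defined 100% inhibition.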
S3 lipid droplet cell count max: second read-out of S3 lipid droplet, no call of its own (marks repeat the call); cell number change, %; measured here: cell count max response;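 cells counted by Cell Tracker Red CMTPX staining in the red channel; peak over a dose series mostly up to 46.1 µM; percent activity relative to internal control wells on each plate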
The depositor's hits bear a star; i = inactive; ? = inconclusive; · = no result given. On the % scale 0 is the no-effect control and ±100 the full control effect; potency means the concentration at half of the fitted maximal effect.

S3 lipid droplet | S3 lipid droplet cell count max | SMILES
-7% | 8 | COc1ccc(-n2c(SCc3nnc(-c4ccccc4)o3)nnc2-c2ccccc2)cc1
-4% | 0 | O=C(Cc1ccc(Cl)cc1)Nc1ncccn1
? | · | CC(=O)Nc1cccc(OCc2ccc(F)cc2)c1
? | · | COc1ccc(/C=N/n2c(C)nc3ccccc3c2=O)cc1OC
? | · | CCc1cc2c(=O)n(-c3ccccc3)c(=S)[nH]c2s1
-23% | 21 | CN(c1cccc2cccnc12)S(=O)(=O)c1ccccc1
? | · | Cc1cccc(N(C(=O)CCC(=O)Nc2cc(C)on2)C(C(=O)NC2CCCC2)c2ccncc2)c1 (stereo not drawn)
? | · | NS(=O)(=O)c1ccc2ccccc2c1
? | · | OCCN(Cc1ccccc1)Cc1ccc(F)c(F)c1
3% | 5 | CCCOC(=O)c1ccc(-c2ccc(C=O)o2)cc1
? | · | O=C(NCCN1CCCCCC1)C1CCCN1S(=O)(=O)c1cccc2nsnc12 (stereo not drawn)
? | · | O=C(CCc1c[nH]c2ccccc12)N1CCN(S(=O)(=O)c2ccccc2)CC1
i | · | Cc1c(/C=N\NC(=O)c2cc3ccccc3o2)c2ccccc2n1C
9% | -8 | COc1ccc(N2CCN(CCNC(=O)c3c(C)cc(=O)oc3C)CC2)cc1
? | · | C[N+]12CCCCC1[C@@H](CO)CCC2 (stereo partly drawn)
? | · | Cc1cc(C)c2c(=O)[nH]n(C3CC(C)N(C)CC3C)c2n1 (stereo not drawn)
-23% | 20 | CC(C)(C)C1CCC(C(=O)NCC(c2cccs2)N2CCOCC2)CC1 (stereo not drawn)
10% | 4 | CN(C)c1c(F)cc(C(=O)NCc2ccccc2)cc1F
? | · | CN(Cc1c(C(=O)N2CCCCCCC2)nc2ccc(Cl)cn12)C1CCOC1 (stereo not drawn)
? | · | Cc1ccc(-n2ncc3c2CC(C)(C)CC3NC(=O)c2ccc[n+]([O-])c2)cc1 (stereo not drawn)

4 entries out of the list, sorted by heavy-atom count, smallest number first:
S3 lipid droplet | S3 lipid droplet cell count max | SMILES
? | · | C[N+]12CCCCC1[C@@H](CO)CCC2 (stereo partly drawn)
? | · | Cc1cc(C)c2c(=O)[nH]n(C3CC(C)N(C)CC3C)c2n1 (stereo not drawn)
i | · | Cc1c(/C=N\NC(=O)c2cc3ccccc3o2)c2ccccc2n1C
? | · | Cc1ccc(-n2ncc3c2CC(C)(C)CC3NC(=O)c2ccc[n+]([O-])c2)cc1 (stereo not drawn)

The main list resumes; the 7 compounds before the break are reprinted first.
S3 lipid droplet | S3 lipid droplet cell count max | SMILES
9% | -8 | COc1ccc(N2CCN(CCNC(=O)c3c(C)cc(=O)oc3C)CC2)cc1
? | · | C[N+]12CCCCC1[C@@H](CO)CCC2 (stereo partly drawn)
? | · | Cc1cc(C)c2c(=O)[nH]n(C3CC(C)N(C)CC3C)c2n1 (stereo not drawn)
-23% | 20 | CC(C)(C)C1CCC(C(=O)NCC(c2cccs2)N2CCOCC2)CC1 (stereo not drawn)
10% | 4 | CN(C)c1c(F)cc(C(=O)NCc2ccccc2)cc1F
? | · | CN(Cc1c(C(=O)N2CCCCCCC2)nc2ccc(Cl)cn12)C1CCOC1 (stereo not drawn)
? | · | Cc1ccc(-n2ncc3c2CC(C)(C)CC3NC(=O)c2ccc[n+]([O-])c2)cc1 (stereo not drawn)
? | · | C=CCSc1nc2c(cnn2-c2ccc(C)c(C)c2)c(=O)[nH]1
? | · | COC(=O)NC1c2ccccc2Oc2ccc(C)cc21 (stereo not drawn)
? | · | Cc1ccc([C@@H]2CC=C(C(=O)O)[C@H](c3ccc(F)cc3)N2S(=O)(=O)c2ccc(C)cc2)cc1
3% | -4 | CC(=O)Nc1c(C(=O)N2CCOCC2)sc2nc3c(cc12)COC(C)(C)C3
14% | -2 | CC1(C)CCc2cc(-c3ccn(S(=O)(=O)c4ccccc4Cl)n3)ccc2O1
i | · | Cc1ccc(NC(=O)C2CCCN(S(=O)(=O)c3cnc[nH]3)C2)cc1C (stereo not drawn)
? | · | CN(C)CCCNC(=O)C(=O)Nc1ccc2c(c1)N(S(=O)(=O)c1cccs1)CCC2
? | · | COc1ccc(C(c2sc3nc(C)nn3c2O)N2CCN(CCO)CC2)cc1OC (stereo not drawn)
-3% | -25 | Cc1ccc(C(=O)NC2CC3CCC(C2)N3Cc2ccco2)cc1 (stereo not drawn)
? | · | O=C(COC(=O)c1ccc2c(c1)OCCO2)Nc1ccc(F)cc1
? | · | O=C(CN(Cc1ccco1)C(=O)c1ccc([N+](=O)[O-])cc1)Nc1ccccc1C(F)(F)F
? | · | N#Cc1ccc(OCC(=O)NCC2COc3ccccc3O2)cc1 (stereo not drawn)
? | · | O=C(CNC(=O)c1ccco1)N=Nc1c(O)n(CCc2ccccc2)c2ccccc12
i | · | O=S(=O)(Nc1cccnc1)c1cccc(Cl)c1
? | · | CCC(C)(C)C1CCC2(CC1)NC(=O)N(CC(=O)NCCc1ccc(OC)c(OC)c1)C2=O (stereo not drawn)
24% | 5 | CN(Cc1ccccc1)CC(O)COc1ccc(CNCc2nccn2C)cc1 (stereo not drawn)
? | · | CCOC(=O)CNC(=O)C(CO)NC(=O)OCc1ccccc1 (stereo not drawn)
i | · | C/C(=N\OC(=O)c1cccc(Cl)c1)c1sc(C)nc1C
? | · | Cc1c(C(c2ccc(C(=O)O)cc2)c2c(C)n(C)n(-c3ccccc3)c2=O)c(=O)n(-c2ccccc2)n1C
? | · | CCOC(=O)c1sc(Nc2cccc(Cl)c2)nc1C
? | · | CCOc1ccc(CCNC(=O)c2cc(C)nn2-c2ccccc2)cc1
? | · | Cc1c(CN2CCC(CO)(CC3CCCCO3)CC2)cnn1C (stereo not drawn)
11% | 9 | Cc1cc(OCC(=O)NC(Cc2ccc(Cl)cc2)C(=O)O)c2c(C)cc(=O)oc2c1 (stereo not drawn)
23% | · | COC(=O)CN1C(=O)Nc2ccc(Cl)cc2C1c1ccccc1 (stereo not drawn)
? | · | O=C(Nc1nnc(-c2ccccc2)s1)c1ccccc1F
6% | 2 | Oc1ccc(/C=N\Nc2nncc(-c3ccccc3)n2)cc1
? | · | CCCN(CCC)CCCNc1ccc2nnc(-c3ccc(F)cc3)n2n1
? | · | O=C(Nc1ccc2c(c1)CCC2)c1cccc(S(=O)(=O)N2CCN(c3ccccc3)CC2)c1
21% | 15 | CCOc1cc(N2CCOCC2)c(OCC)cc1NC(=O)COc1ccc2ccc(=O)oc2c1
-9% | -13 | CCN(CC)c1ccc(S(=O)(=O)N2CCOCC2)cc1NC(=O)CSc1nncn1C
-3% | 2 | CCCCNC(=S)N/N=C/c1ccc(OCC(=O)Nc2c(C)cc(C)cc2C)c(OC)c1
? | · | Cc1cccc(NC(=O)COc2nsnc2N2CCOCC2)c1
i | 10 | CCOC(=O)C1(Cc2ccc(O)cc2)NC(c2ccco2)C2C(=O)N(c3ccccc3F)C(=O)C21 (stereo not drawn)
i | -13 | Cn1c(N)c(C(=O)NCc2ccccc2Cl)sc1=S
-9% | 7 | S=C(NCc1ccccc1)NCc1cccc(Cl)c1
? | · | OC1(c2cccc(C(F)(F)F)c2)CCN(c2ncnc3c2[nH]c2ccc(F)cc23)CC1
? | · | COc1ccccc1NC(=O)NCC1CC1(Cl)Cl (stereo not drawn)
? | · | Cc1ccc(C(=O)CSC2=C(C#N)C(c3ccco3)C3=C(CC(C)(C)CC3=O)N2)cc1 (stereo not drawn)
10% | 1 | O=C(COCC(=O)N/N=C/c1ccc(F)cc1)N/N=C/c1ccc(F)cc1
i | -2 | Cc1ccccc1NC(=O)CN(C)S(=O)(=O)c1ccc(-c2ccc(=O)[nH]n2)s1

Already shown: 3 of the compounds above.
S3 lipid droplet | S3 lipid droplet cell count max | SMILES
21% | 15 | CCOc1cc(N2CCOCC2)c(OCC)cc1NC(=O)COc1ccc2ccc(=O)oc2c1
-9% | -13 | CCN(CC)c1ccc(S(=O)(=O)N2CCOCC2)cc1NC(=O)CSc1nncn1C
-3% | 2 | CCCCNC(=S)N/N=C/c1ccc(OCC(=O)Nc2c(C)cc(C)cc2C)c(OC)c1

The results go on:
S3 lipid droplet | S3 lipid droplet cell count max | SMILES
? | · | Cc1cc(NC(=O)COc2cccnc2[N+](=O)[O-])no1
12% | 1 | COc1ccc(C)cc1NC(=O)COC(=O)c1ccc2c(c1)OCO2
15% | 4 | CC(Sc1nc2ccccc2s1)C(=O)NCc1ccc2c(c1)OCO2 (stereo not drawn)
1% | -10 | CCSc1nnc(NC(=O)CSC2=NCCS2)s1
7% | -14 | Cc1ccc(-c2n[nH]c(=S)n2/N=C/c2cccn2C)cc1
-9% | 0 | CCOC(=O)c1c(NC(=O)CN2CCCc3ccccc32)sc(C)c1CC
? | · | Cc1ccc(C2=CC(=O)CC(C)(C)C2)cc1
? | · | O=c1[nH]c(N2CCc3ccccc32)nc2c1CCCC2
? | · | CN(C)c1ccc(C2CC(c3ccccc3)=Nc3nc(-c4ccccc4)cn32)cc1 (stereo not drawn)
? | · | Cc1nc(C)c(C(=O)C2=C(O)C(=O)N(CCN3CCOCC3)C2c2ccco2)s1 (stereo not drawn)
3% | -11 | CCOC(=O)C1CCN(C(=O)CCn2c(=O)[nH]c3ccsc3c2=O)CC1
? | · | S=c1[nH]nc(Nc2ccccc2)s1
-19% | 0 | CC(=O)C1CCCN(C(=O)c2ccc3nc(Cc4cccc(Cl)c4)oc3c2)C1 (stereo not drawn)
14% | -1 | O=C(NCC1CCCO1)c1cccc(N2CCCC2=O)c1 (stereo not drawn)
? | · | C=CCn1c(=O)c(C(C)=O)cn(N(C)c2ncc(C(F)(F)F)cc2Cl)c1=O
? | · | O=C(COC(=O)c1cc([N+](=O)[O-])ccc1N1CCOCC1)NCc1ccc(Cl)cc1Cl
28% | -5 | O=C(CSCc1ccc(F)cc1)Nc1ccc(N2CCOCC2)cc1N1CCOCC1
21µM* | 15* | COc1ccccc1CN(C)C(=O)C(c1ccccc1)c1ccccc1
? | · | O=C(c1cccs1)N1CCN(C2CCN(Cc3ccccc3)CC2)CC1
-1% | · | COc1ccccc1-n1cnc2sc(-c3ccccc3)cc2c1=O
? | · | CC(=O)C1=C(O)C(=O)N(CCC(=O)O)C1c1cccc(F)c1 (stereo not drawn)
24% | -1 | Nc1ccc2oc(C3CCCCC3)nc2c1
-22% | · | CN1CCC(=O)N([C@H](COc2ccccc2)Cc2ccccc2)CC1
2% | -18 | O=C(Nc1ccc2c(c1)OCO2)c1cnc2n(c1=O)CCS2
? | · | Cc1cccc(C)c1NC(=S)N1CCCCCC1
? | · | C=CCNC(=S)N/N=C/c1ccc(C(F)(F)F)cc1
i | · | O=S(=O)(/N=C(/Nc1ccccc1F)c1ccccc1)c1ccccc1
? | · | COc1ccc(S(=O)(=O)Nc2ccc(-n3cnnn3)cc2)cc1[N+](=O)[O-]
? | · | C(=C\n1nnc2ccccc21)/c1ccc[nH]1
? | · | O=c1[nH]c(SCc2n[nH]c(=S)n2-c2ccccc2)nc2sc3c(c12)CCC3
? | · | Cc1cc(C)c(NC(=S)NC(NC(=O)c2ccccc2)C(Cl)(Cl)Cl)c(C)c1 (stereo not drawn)
-4% | 9 | O=S1(=O)NC[C@]23C[C@H](c4ccc(F)cc4)[C@@H](C[C@@H]21)O3
? | · | CN(C)c1ccc(Nc2c3c4c(cccc4n(C)c2=O)C(=O)c2ccccc2-3)cc1
? | · | NS(=O)(=O)c1cccc(NC(=O)CSc2n[nH]c(-c3cccs3)n2)c1
? | · | O=C(O)CSCCn1cccn1
? | · | CCOC(=O)c1ccccc1NC(=O)Nc1ccc(OC)c(OC)c1
-1% | 1 | O=C(NCCc1ccccc1)C(=O)NCC1OCCCN1S(=O)(=O)c1cccs1 (stereo not drawn)
? | · | COc1cc(CN2CCC(CO)(Cc3cccc(C(F)(F)F)c3)CC2)ccc1F
0% | -7 | O=C(NCCCN1CCCC1=O)C1CCC(CNS(=O)(=O)c2ccc(Cl)cc2)CC1 (stereo not drawn)
? | · | O=C(CNC(=O)c1cccc(Cl)c1)N/N=C/C=C/c1ccccc1
14% | 10 | COc1ccc(-c2cc(C(F)(F)F)nc(SCC(=O)NCc3cccs3)n2)cc1OC
4% | 12 | O=C(NCCN1CCOCC1)C1CCN(S(=O)(=O)N2CCCC2)CC1
? | · | NS(=O)(=O)c1ccc(CNS(=O)(=O)c2ccc3ccccc3c2)cc1
? | · | COc1ccc(N=C2C(=O)Nc3ccccc32)cc1
? | · | Cc1cc(NC(=O)c2cc(-c3ccccc3)on2)no1
? | · | CCc1cccc(C)c1NC(=O)CCCSc1nc2ccccc2s1
-4% | 1 | CCCCOP(=O)(c1ccc(N(C)C)cc1)C(O)c1ccc(OC)c(OC)c1 (stereo not drawn)
13% | · | Cc1ccc(S(=O)(=O)N2CCN(C(=O)c3ccc(-n4cncn4)c([N+](=O)[O-])c3)CC2)cc1
-4% | -2 | NS(=O)(=O)c1cccc(NC(=O)CSc2nnnn2-c2ccccc2)c1
? | · | Cc1ccc(NS(=O)(=O)c2ccc3c(c2)NC(=O)CCS3)c(C)c1
12% | 3 | CN(CC(=O)NCC(=O)Nc1ccc(F)c(F)c1F)C1CCS(=O)(=O)C1 (stereo not drawn)
11% | 2 | Cc1ccc(OCC(=O)Nc2nnn(C)n2)c(C)c1
? | · | CCN(CC)S(=O)(=O)c1ccc2c(c1)nc(CCC(=O)Nc1ccccc1Cc1ccccc1)n2CC
? | · | COC(=O)C1=C(N)Oc2cc(N(C)C)ccc2C1c1ccccc1OC (stereo not drawn)
-1% | -9 | CC(C)(C)c1ccc(NC(=O)CSc2n[nH]c(=O)n2-c2cccnc2)cc1
? | · | O=C(CCl)Nc1ccccc1C(=O)c1ccccc1

High-throughput results deposited in PubChem BioAssay by National Center for Advancing Translational Sciences (NCATS).

These rows are one share of the data, so the mix of outcomes need not match the whole.
